mcGAS inh = inhibitors of mouse cGAS | 0.15% of 160,000 active | AID 1259399 | Q8C6L5 | recombinant cGAS, Kinase-Glo ATP depletion luminescence | inhibition, % at 12.5 µM;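 note: 0% = negative control wells and 100% = reference inhibitor with no enzyme activity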
NPYLR7 agonist = activates Aedes aegypti NPYLR7 receptor | HEK293T NPYLR7/Galpha15, GCaMP6s calcium fluorescence | activation, % at 10 µM | 0.15% of 270,000 active | AID 1259423; in the data active = activation above about 40%;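 note: 0% = vehicle and 100% = reference agonist at the receptor; some compounds past the cut are filed as inactive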
hcGAS inh = inhibitors of human cGAS; Q8N884; recombinant h-cGAS, ATP depletion, Kinase-Glo luminescence; inhibition, % at 12.5 µM; 0.081% of 290,000 active;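 note: 0% = vehicle reaction and 100% = reaction without DNA for no activity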
Target sequence (Q8N884 whole entry, looked up): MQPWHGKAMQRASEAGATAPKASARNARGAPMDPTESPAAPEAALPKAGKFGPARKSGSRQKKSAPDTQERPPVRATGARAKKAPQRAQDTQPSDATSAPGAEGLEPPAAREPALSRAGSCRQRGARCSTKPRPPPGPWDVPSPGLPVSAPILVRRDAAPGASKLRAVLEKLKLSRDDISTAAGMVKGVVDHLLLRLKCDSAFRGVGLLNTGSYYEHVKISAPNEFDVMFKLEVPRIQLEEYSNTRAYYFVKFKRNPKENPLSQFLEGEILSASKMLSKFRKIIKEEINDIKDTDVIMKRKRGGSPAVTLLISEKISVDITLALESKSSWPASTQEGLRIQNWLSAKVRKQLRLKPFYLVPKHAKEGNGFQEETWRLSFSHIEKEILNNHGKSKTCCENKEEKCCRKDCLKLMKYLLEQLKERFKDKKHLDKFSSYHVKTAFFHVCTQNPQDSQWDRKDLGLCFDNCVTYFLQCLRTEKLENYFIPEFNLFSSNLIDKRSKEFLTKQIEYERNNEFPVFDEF
* = called active by the depositor; / = not tested or not shown; & = joins results of further samples. Cut-off read from the data, not from the text of the source, unless noted: active = inhibition above about 40%; inactive = the rest. Rows were taken by chance. Share with any hit: about 0.29%.

Compound	NPYLR7 agonist	mcGAS inh	hcGAS inh
Cn1ccnc1C(NC(=O)CC(c1ccccc1)c1ccccc1)c1ccccc1F (configuration not stated)	2.6	1.4	4.7
COc1cccc(N2CCN(Cc3nc[nH]c3C)C(C)C2=O)c1 (configuration not stated)	7.6	/	-7.3
NS(=O)(=O)c1ccc(CCC(=O)N(Cc2ccccc2)C2CC2)cc1	5.6	/	-1.3
CNC(=O)CN1C(=O)CCN(C(=O)COc2ccccc2)CC(OC)c2ccccc21 (configuration not stated)	3.8	-5.9	-6.1
O=C(c1cccc(Cl)c1)N(CC(=O)N1CCc2sccc2C1c1ccc(F)cc1)C1CC1 (configuration not stated)	16.5	-5.1	-2.5
Cc1cccc(-c2nc3scc(CCNS(=O)(=O)c4cc(F)ccc4F)n3n2)c1	-11.5	-7.1	-1.7
O=C(NCCCNC(=O)[C@H]1CCCN1C(=O)c1ccc(C(F)(F)F)cc1)c1ccccc1	/	-10.6	-6.9
O=C(CNC(Cn1cccn1)c1ccccc1)Nc1cnccn1 (configuration not stated)	-2.6	/	-1.4
CN(C)c1ccc(NC(=O)C2CCC2)cc1CN(Cc1ccco1)C(=O)c1ccc(F)cc1	-6.1	0.7	-0.6
CCNC(=O)N(C)c1c(CC)nc2c(OCCOc3ccc(F)cc3)cccn12	2.2	-3.8	-6.6
CCOC(=O)C1CCCN(C(=O)c2coc(CN(Cc3ccc(F)cc3)Cc3ccc(C(F)(F)F)cc3)n2)C1 (configuration not stated)	18.0	-5.2	-3.8
N#Cc1c(NC(=O)c2cnccn2)sc2c1CCCC2	5.9	0.2	-6.2

Reprinted from the part before: 6 compounds, then new ones.
Compound	NPYLR7 agonist	mcGAS inh	hcGAS inh
O=C(NCCCNC(=O)[C@H]1CCCN1C(=O)c1ccc(C(F)(F)F)cc1)c1ccccc1	/	-10.6	-6.9
O=C(CNC(Cn1cccn1)c1ccccc1)Nc1cnccn1 (configuration not stated)	-2.6	/	-1.4
CN(C)c1ccc(NC(=O)C2CCC2)cc1CN(Cc1ccco1)C(=O)c1ccc(F)cc1	-6.1	0.7	-0.6
CCNC(=O)N(C)c1c(CC)nc2c(OCCOc3ccc(F)cc3)cccn12	2.2	-3.8	-6.6
CCOC(=O)C1CCCN(C(=O)c2coc(CN(Cc3ccc(F)cc3)Cc3ccc(C(F)(F)F)cc3)n2)C1 (configuration not stated)	18.0	-5.2	-3.8
N#Cc1c(NC(=O)c2cnccn2)sc2c1CCCC2	5.9	0.2	-6.2
Cc1nc(NCC(c2ccccc2C)N(C)C)c2nc(C)oc2n1 (configuration not stated)	0.1&-1.3	-8.8	-11.4&-1.6
Cn1ncc(N2CCC(CNC(=O)c3cn4c(n3)CNCC4)C2)cc1=O (configuration not stated)	-3.4	-9.8	-5.3
CC(C)CN1CC(C(=O)N2C[C@H]3CC[C@@H](C2)N3)CC1=O (some centres not stated)	/	-16.1	-7.3
COC(=O)c1cc(-c2ccc(C=C3C(=O)N(C)C(=O)N(C)C3=O)o2)ccc1Cl	-14.5	4.4	12.3
CC1(C(=O)N2CCN(S(=O)(=O)c3ccc4ccccc4c3)CC2)CC1(Cl)Cl (configuration not stated)	5.4	/	-7.0
CN1CCCC1CN1CCC(N(C2CC2)S(=O)(=O)c2ccccc2)CC1 (configuration not stated)	/	-3.4	-12.4
CC(C)(C1=NC(C(C)(C)C)CO1)C1=NC(C(C)(C)C)CO1 (configuration not stated)	-3.1	-5.5	-2.8
COc1ccc(CCN(Cc2ccc(C)o2)C(=O)CN(CCN2CCOCC2)C(=O)C2CCCC2)cc1OC	/	-8.9	-9.1
CCc1nc(C)c(C(=O)NCc2ccc3c(c2)n(C)c(=O)n3C)o1	2.1	-9.5	0.3
CCN(CC)C(=O)Oc1ccc2c(ccn2Cc2ccccc2-c2ccccc2)c1-c1ccc(C#N)cc1	28.7	-6.8	-7.8
CCc1sc(C(=O)N2CCN(CC(=O)Nc3ccc(F)cc3)CC2)cc1C	-6.9	/	-0.9
O=C(C1CCN(S(=O)(=O)c2cnc[nH]2)CC1)N1CCCCCC1	7.3	1.0	1.9
CN(C)c1ccc(NP2(=O)C=C(c3ccccc3)SC(c3ccccc3)=C2)cc1	3.2	-0.7	-1.3
FC(F)(F)c1nc(N2CCc3ccccc32)c2ccccc2n1	1.3	/	-3.4
Cc1cc(C)n(-c2cc(NCCNC(=O)c3ccc(F)cc3F)ncn2)n1	-5.4	-8.2	-4.4
Cn1ncc(CN2CCN(S(=O)(=O)c3ccccc3)CC2)c1C1CC1	0.4	/	-7.0
CN(CCO)C(=O)C1c2ccccc2-c2ccccc21	1.9	/	4.0
CCS(=O)(=O)c1ccc2oc(-c3ccc(Cl)c(NC(=O)c4ccccc4F)c3)nc2c1	-6.0	-5.1	-7.2
Cc1nc2ncc3c(=O)n(Cc4ccccc4)ccc3n2n1	-0.1	/	1.5
O=C(NC(c1ccc(-c2ccccc2)cc1)c1cnccn1)C1CCN(CCN2C(=O)c3ccccc3C2=O)CC1 (configuration not stated)	4.8	-1.6	0.6
COC(=O)NC(Nc1nnc(C)s1)(C(F)(F)F)C(F)(F)F	3.1	/	-1.9
CCOc1ccc(OCC(=O)Oc2coc(CSc3ncccn3)cc2=O)cc1	-11.1	-8.0	-5.2
COCCNC(=O)c1nn(-c2ccc(C)c(Cl)c2)c(=O)n(Cc2ccccc2C)c1=O	16.9	-4.5	-3.1
O=C(CCCl)Nc1ccccc1C(=O)NC1CC1	14.7	-7.4	-9.2
Cc1ccoc1C1=NC(=Cc2ccccc2)NN1	21.0	-16.0	-3.3
O=C(NCC1c2ccccc2CCN1C(=O)CN1CCOCC1)C1CCCCC1 (configuration not stated)	-6.3	-6.2	-2.9
Cc1nc(-c2cccc(C(F)(F)F)c2)nc(N2CCN(C(=O)COc3ccc(Cl)cc3)CC2)c1C	22.7	-5.4	-2.8
Cc1nccn1CCC1CCN(C(=O)CCC(=O)NC2CCCC2)CC1	12.3	-14.6	-5.0
COC(=O)C(C)OC(=O)c1c[nH]c2cc(Br)c(Br)cc12 (configuration not stated)	-1.1	/	4.9
Cc1c(C)n2c3c(=O)n(CCN4CCCCC4)c(=O)n(C)c3nc2n1C(C)C	-0.4	-7.9	-6.1
COCCn1c(=O)c2c(nc3n(-c4cc(C)cc(C)c4)c(C)c(C)n23)n(C)c1=O	6.7	/	-4.7
CCOC(=NC(=O)c1ccc(F)cc1)N(CCc1ccccc1)Cc1ccccc1	7.1	-7.1	-9.1
CC(SCc1csc(-c2ccc3c(c2)OCO3)n1)C(N)=O (configuration not stated)	2.5	/	-2.7
NC(=O)c1ccc(NC(=O)c2cn(Cc3ccccc3)nc2OCc2ccccc2)cc1	18.1	-7.1	-9.5
Cc1noc(C2CC3(CCN(C(=O)CCc4c(C)nn(C)c4C)CC3)CN2C)n1 (configuration not stated)	/	-3.7	-6.2
COc1ccc(-n2cc(CNCCc3cnn(C)c3)c(-c3ccccc3Cl)n2)cc1	19.7	-9.2	-8.9
CN1CCc2nc3sc(C(=O)NCc4ccccc4)c(N)c3cc2C1	15.5	/	-3.3
COc1ccc(C2CC(c3cccc(C)c3)=NN2C(=O)CN2CCCCC2C)cc1 (configuration not stated)	-2.1	-4.3	-2.6
CCOC(=O)CCC(=O)Nc1cc(C(C)(C)C)nn1-c1ccc(C#N)cc1	21.8	-6.0	-3.2
Cc1ccc(CN(Cc2ccc(F)cc2)C(=O)CN(CC2CCCO2)C(=O)c2ccc(Br)cc2)o1 (configuration not stated)	-11.2	-5.2	-16.3
CC(=O)N[C@H]1C[C@@H](c2ccc(S(C)(=O)=O)cc2)O[C@@H](C2CCCCC2)C1	2.8	-19.3	-1.0
CCc1[nH]c2c(CNC(=O)C3CCOCC3)cc(C)cc2c1C	/	-12.6	-3.2
CN(C)C(=O)CCNC(=O)Nc1cccc(Cl)c1-n1cccn1	16.7	/	-5.5
CCn1c(C)cc(C)c(C(=O)N2CCC(O)(c3ccc(C)cn3)CC2)c1=O	12.5	/	0.9
CCOC(=O)CCc1ccc(C(=O)C(F)(F)F)o1	-4.0	/	-8.1
CC1/C(=C/c2cn(C)c(=O)n(C)c2=O)C(=O)c2c(O)ccc(F)c21 (configuration not stated)	-0.2	/	-11.5
C=CCn1c(SCc2cc(F)ccc2F)nnc1-c1cc(OC)cc(OC)c1	/	1.9	1.3
O=C(N=Nc1c(O)[nH]c2ccccc12)c1ccc(Cl)cc1Cl	7.1	-6.7	-8.0
COc1ccc(CNC(=O)C2(c3ccccc3)CC2)cc1	8.2	/	-14.2
CCOc1cccc(CN(C(=O)c2cccc(C(C)=O)c2)C2CC2)c1	-17.9	/	-4.1
CCCCN(CC(=O)N(Cc1ccccc1)Cc1cccn1Cc1cccc(OC)c1)C(=O)c1cccs1	/	-0.8	-0.9
Cc1nc(C(=O)N2CCCC2c2nc(-c3ccccc3)no2)cs1 (configuration not stated)	13.4	-10.9	2.4
CCCCCCC1CCC(c2noc(-c3ccc(Br)cc3)n2)CC1 (configuration not stated)	-8.2	/	-2.9
CCNC(=O)CN(CC)CC(=O)Nc1cc(-c2ccc(Cl)cc2)nn1C	12.5	/	-3.7
O=C1CCC(C(=O)N2CCc3sccc3C2)CN1CCc1ccccn1 (configuration not stated)	3.1	/	-0.8
C=CCN(Cc1ccccc1Cl)C(=O)c1cccn1C	6.7	-9.0	-8.5
O=C(Nc1cnn(CC(F)F)c1)c1ccc2[nH]c(=O)[nH]c2c1	-6.0	/	-7.7
C=CC[C@@H]1CC=C[C@@H](C)N1C(=O)c1ccc(OC)c(OC2CCN(C(C)=O)CC2)c1	3.7	/	2.5
Nc1nonc1-c1noc(-c2cccc(Br)c2)n1	12.6	/	1.1
COCCNC(=O)c1sc(=O)n(Cc2cc(Cl)ccc2OC)c1C	2.8	/	-5.3

The list continues:
Compound	NPYLR7 agonist	mcGAS inh	hcGAS inh
Cc1cccc(CN(Cc2ccco2)CC(C)(C)O)c1	-3.2	-5.1	-5.6
COc1cccc2c1OCCCN(C(=O)COc1ccc(N3CCN(c4ccccn4)CC3)nn1)C2	6.7	-8.9	-8.8
O=S1(=O)CC2SC(=S)N(c3cccc(O)c3)C2C1 (configuration not stated)	1.0&6.8	/	-6.8&-0.5
Cc1cccc(OCC(=O)NC2CCc3[nH]c4cc(Cl)cc(Cl)c4c3C2)c1C (configuration not stated)	6.6	-5.7	-6.2
CCCCCSc1nc2c(c(=O)[nH]c(=O)n2C)n1CCC(C)C	/	-5.2	-7.0
Cc1ccc(NS(=O)(=O)c2c(N)n(C)c(=O)n(C)c2=O)cc1C	1.5	-7.9	-8.0
CCCCSC(C)C(=O)Nc1cc(C)[nH]n1 (configuration not stated)	-4.0	-11.7	-7.8
COc1cccc(Cn2c(=O)c(C(=O)Nc3ccc(F)cc3)nn(-c3ccccc3)c2=O)c1	10.2	-5.0	-8.1
Cc1ccc(-n2ncc3c(=O)n(NC(=O)COc4ccccc4C)cnc32)cc1C	3.5	/	-12.1
CCCc1[nH]n(-c2ccc(Cl)c(Cl)c2)c(=O)c1C1=C([n+]2ccc(C)cc2)C(=O)N(CCC)C1=O	-7.7	-23.3	-42.6
CCOc1ccc2nc(-c3c(-c4ccccc4)ncn3CCN)ccc2c1	-0.8	-8.6	4.9
CCNC(=O)NC(=O)C(c1ccccc1)n1nc(C(=O)O)c2ccccc2c1=O (configuration not stated)	1.9	/	-7.6
Cc1ccc(N=P(c2ccncc2)(N2CCCC2)C(C)(C)C)cc1C (configuration not stated)	1.9	/	-12.3
O=C1C(C(c2cccc(F)c2)N2CCN(Cc3ccccc3)CC2)Sc2ncnn21 (configuration not stated)	-0.5	-7.5	-5.4
COC(C)(C)CC(C)NC1CCN(c2cccc(C)c2)CC1 (configuration not stated)	2.1	-8.5	-3.6
Cc1cn(CN2CCCC(C(F)(F)F)C2)c(=O)n1-c1cccc(C#N)c1 (configuration not stated)	7.1	-15.8	-11.3
Cc1sc2nc(C(C)Sc3nnc4n3CCCCC4)[nH]c(=O)c2c1C (configuration not stated)	-1.8	/	-6.0
O=C(NCC1SCCc2ccccc21)C1CC1c1ccco1 (configuration not stated)	9.0	-6.7	-13.6
CS(=O)(=O)c1ccc(CN2CCC[C@H]2c2nc(-c3ccnc(N4CCC(C(N)=O)CC4)c3)no2)cc1	-3.9	-8.3	-4.0
CCCCOc1ccc(S(=O)(=O)Nc2ccccc2C(=O)NCc2ccc(Cl)cc2)cc1	-0.5	-6.7	-5.6
CCc1nc2ccc(C(=O)NCCc3c[nH]c4ccccc34)cn2c1N(C)Cc1ccc(OC)cc1	22.5	-3.6	-6.0

Assay outcomes as filed in PubChem.
